# From PubChem
# Vif-A3G inh: Vif-A3G binding inhibition; AID 602310; Potency, µM (series often up to 46.1 µM), without a hit: at the top dose activity, negative = active, usual class: inhibitors; HeLa A3G-eYFP + Vif (tagged APOBEC3G with the HIV-1 protein that degrades it), YFP fluorescence, overnight; actives 0.076% (n = 410,000);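 also: potency is read from the fitted curve at half-maximal effect; % is scaled to controls: 0 for no effect and ±100 for the full control effect; nearly all actives have a fitted effect of over 60% in size; hits raise eYFP signal because A3G escapes Vif-driven loss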
#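 HeLa cells stably expressing Vif and C-terminally eYFP-tagged A3G, seeded overnight at 37 deg C, then exposed to compound by pintool overnight at 37 deg C. Rise in yellow fluorescence (Ex 488/Em 500-530, Acumen) marks blocked Vif-driven A3G degradation.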
# USP1 inh: inhibitors of human USP1/UAF1 deubiquitinase | recombinant USP1/UAF1, Ub-Rhodamine cleavage fluorescence | Potency, µM (series often up to 57.1 µM), for inactives: top-dose activity change, negative = inhibition, hits mostly inhibitors | O94782 | actives 0.23% (n = 390,000); also: potency is read from the fitted curve at half-maximal effect; % is scaled to controls: 0 for no effect and ±100 for the full control effect; nearly all actives have a fitted effect of over 60% in size; inactives centre near -12
#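 USP1/UAF1 complex (1 nM) preincubated 15 min at room temperature with compound, then Ub-Rho substrate (150 nM final) added. Kinetic fluorescence at 480/540 nm over 6 reads at 60 s intervals; 50 mM HEPES pH 7.8, 0.5 mM EDTA, 0.1 mg/ml BSA, 1 mM TCEP, 0.01% Tween-20.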
# LDHA inh: inhibitors of human lactate dehydrogenase A; actives 0.15% (n = 480,000); activity change, % (values are at about 110 or 230 µM); purified LDHA, NADH/diaphorase-resazurin fluorescence; stronger effect = lower value; P00338; in the data active = activity change below about -30%; inconclusive = mostly about -25% to -30%;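 also: plate controls were DMSO wells for no effect and wells without enzyme for full effect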
#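 LDH5 2 nM; NADH 0.06 mM, pyruvate 0.2 mM; 200 mM Tris pH 7.4, EDTA, Tween-20; 5 min RT. Detection: diaphorase 0.133 mg/mL + resazurin 37 µM, fluorescence ex540/em590 at 0 and 20 min; normalized to enzyme-free and DMSO wells.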
# Glioma ERSR ind: induces the endoplasmic reticulum stress response in human glioma cells; U87-MG GRP78 promoter luciferase reporter, 16 h; Potency, µM, without a hit: top-dose activation, usual class: activators; actives 0.02% (n = 420,000); AID 602332; also: potency is read from the fitted curve at half-maximal effect; series mostly up to about 76 µM; % of control where 0% means no effect; nearly all actives have a fitted effect of over 35% in size
#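 Stably transfected U87-MG glioma cells carrying a GRP78-based luciferase sensor; 16 h compound incubation. Luminescence end-point read 10 min after Bright-Glo addition at room temperature.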
# RGS4 inhibitor: human RGS4 inhibition; actives 0.039% (n = 390,000); Potency, µM (series often up to 114 µM), for the others: top-dose activity change, negative = inhibition, hits mostly inhibitors; Transcreener GDP fluorescence polarization, RGS4-accelerated GTP hydrolysis; also: potency is read from the fitted curve at half-maximal effect; % is scaled to controls: 0 for no effect and ±100 for the full control effect; nearly all actives have a fitted effect of over 75% in size; some results filed as inactive show a strong effect at the top dose
# Target sequence (P49798 whole entry, looked up): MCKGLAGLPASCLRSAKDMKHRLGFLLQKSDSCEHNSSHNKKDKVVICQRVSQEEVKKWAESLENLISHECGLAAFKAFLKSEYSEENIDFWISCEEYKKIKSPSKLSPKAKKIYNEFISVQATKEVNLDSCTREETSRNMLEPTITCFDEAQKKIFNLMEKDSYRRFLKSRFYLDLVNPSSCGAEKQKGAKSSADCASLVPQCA
#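 MLSMR compounds (23 nl, pin-transferred) preincubated 10 min at room temperature with a 500nM (2x) first reagent, then RGS4 at 900nM (2x) plus Transcreener GDP mix added; fluorescence polarization (620/688 nm) read before and after 90 min at 30 °C.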
# rTrxR1 inhibitor: rat TrxR1 inhibition; O89049; recombinant rTrxR1, NADPH fluorescence consumption, selenite substrate; Potency, µM (top dose mostly 114 µM), for the others: at the top dose activity change, negative = inhibition, actives largely listed as inhibitors; actives 1% (n = 390,000); AID 588453; also: potency is read from the fitted curve at half-maximal effect; % is scaled to controls: 0 for no effect and ±100 for the full control effect; nearly all actives have a fitted effect of over 65% in size
# Target sequence (O89049 whole entry, looked up): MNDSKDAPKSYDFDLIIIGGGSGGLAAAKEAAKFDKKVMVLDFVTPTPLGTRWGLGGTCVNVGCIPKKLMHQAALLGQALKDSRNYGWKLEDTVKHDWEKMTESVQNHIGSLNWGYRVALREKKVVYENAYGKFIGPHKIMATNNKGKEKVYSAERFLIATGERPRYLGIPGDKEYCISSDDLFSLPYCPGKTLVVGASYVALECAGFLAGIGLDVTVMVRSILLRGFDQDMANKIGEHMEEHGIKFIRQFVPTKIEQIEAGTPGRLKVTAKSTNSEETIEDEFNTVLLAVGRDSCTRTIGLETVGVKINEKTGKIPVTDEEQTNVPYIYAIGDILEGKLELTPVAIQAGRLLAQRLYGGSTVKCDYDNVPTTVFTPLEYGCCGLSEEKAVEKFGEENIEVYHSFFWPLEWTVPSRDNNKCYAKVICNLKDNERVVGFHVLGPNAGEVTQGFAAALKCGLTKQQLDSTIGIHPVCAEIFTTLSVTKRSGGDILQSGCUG
#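 Rat TrxR1 (90 nM in the dispensed reagent) was pre-reduced with 400 uM NADPH for 5 min at room temperature, then incubated with compound for 15 min. After 400 uM selenite was added, NADPH fluorescence (Ex 340/Em 450 nm) was followed for 8 min.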
# IDH1 R132H inh: blocks human mutant IDH1 R132H enzyme; AID 602179; IDH1-R132H enzyme, NADPH consumption, diaphorase/resazurin fluorescence; Potency, µM (series often up to 76.6 µM), for the others: top-dose activity change, negative = inhibition, most hits filed as inhibitors; O75874; actives 0.093% (n = 390,000); also: potency is read from the fitted curve at half-maximal effect; % is scaled to controls: 0 for no effect and ±100 for the full control effect; nearly all actives have a fitted effect of over 65% in size
# Target sequence (O75874 whole entry R132H, stated change not applied): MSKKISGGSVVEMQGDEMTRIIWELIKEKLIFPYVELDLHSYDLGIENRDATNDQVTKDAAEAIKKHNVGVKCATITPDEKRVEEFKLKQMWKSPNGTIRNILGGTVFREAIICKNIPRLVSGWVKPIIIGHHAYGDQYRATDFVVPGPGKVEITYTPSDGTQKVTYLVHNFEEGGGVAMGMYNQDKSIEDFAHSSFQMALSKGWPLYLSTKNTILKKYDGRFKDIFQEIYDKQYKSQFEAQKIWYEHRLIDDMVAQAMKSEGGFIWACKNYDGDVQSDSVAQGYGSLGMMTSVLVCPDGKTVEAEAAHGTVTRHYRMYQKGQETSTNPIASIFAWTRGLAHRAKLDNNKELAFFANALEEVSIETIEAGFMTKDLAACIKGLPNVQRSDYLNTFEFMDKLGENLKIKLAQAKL
#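 IDH1-R132H (0.5 ug/mL dispensed) in pH 7.5 Tris buffer was preincubated 30 min with compound, then given a substrate mix of 0.016 mM NADPH and 2 mM alpha-KG for 80 min at room temperature; remaining NADPH was read by diaphorase/resazurin fluorescence.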
# Vif-APOBEC3F blk: inhibitors of Vif-A3F interaction; Potency, µM (doses to about 46.1 µM), without a hit: at the top dose activity, negative = active; actives 0.2% (n = 390,000); AID 602313; HeLa A3F-eYFP + Vif (tagged APOBEC3F with the HIV-1 protein that degrades it), YFP fluorescence increase; also: potency is read from the fitted curve at half-maximal effect; % of control where 0% means no effect; nearly all actives have a fitted effect of over 65% in size
#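 HeLa cells stably expressing Vif plus C-terminally eYFP-tagged A3F were seeded, incubated overnight at 37 deg C, dosed with compound, incubated overnight again at 37 deg C. Yellow fluorescence (Ex 488/Em 500-530) reported blocked Vif-mediated A3F-eYFP degradation.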
# TrxR1 substrate: rat thioredoxin reductase 1 substrate activity; AID 588456; actives 0.01% (n = 390,000); O89049; Potency, µM (series often up to 114 µM), without a hit: at the highest dose activity change, negative = substrate turnover; purified TrxR1 substrate turnover, NADPH consumption readout; also: potency is read from the fitted curve at half-maximal effect; % is scaled to controls: 0 for no effect and ±100 for the full control effect; nearly all actives have a fitted effect of over 50% in size
#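 Rat TrxR1, dispensed at 90 nM, was prereduced with 400 uM NADPH (final) for 5 min at ~22 deg C, then incubated with compound 15 min before 400 uM selenite. A first-read NADPH fluorescence drop versus no-compound background flagged substrates.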
# Starred values were filed as active, the others as inactive; ? = inconclusive; [ ] = dose if it differs, or a comment. Unless noted, calls follow the shape of the dose curve; as a rule, active = well fitted curve in the direction sought with a large enough effect; inconclusive = small, poorly fitted or top-dose-only effect, or another doubt; inactive = no such curve, though single readings can be large; an effect the other way counts as inactive or inconclusive. Only part of the results is shown; rates above refer to the full screens.
compound | RGS4 inhibitor | TrxR1 substrate | USP1 inh | Glioma ERSR ind | Vif-APOBEC3F blk | Vif-A3G inh | IDH1 R132H inh | rTrxR1 inhibitor | LDHA inh
COc1ccc(OC)c(-c2nnc3n(CCc4ccccc4)c(=O)c4ccccc4n23)c1 | -4% | -12% | -6% | 0% | 1% | 5% | -4% | -4% | -5
Cc1nc2ccc(S(=O)(=O)NC(C(=O)N3CCCC3)C(C)C)cc2s1 (stereo not given) | ? | 3% | -22% | -3% | -1% | 3% | 7% | 13% | -6
Cc1cc(C)n(/N=C/c2ccco2)c(=O)c1C#N | -3% | -1%[57.1 µM] | -10% | -2% | -2% | 1% | 0% | -1%[57.1 µM] | -6
CCn1c(CN2CCOCC2)nnc1SCC(=O)Nc1cccc(C)c1 | 0% | -6% | -6% | -1% | -16% | 0% | 4% | -9% | -8
Cc1cc(C)c(OCC(=O)OCC(=O)N2CCCc3ccccc32)c(C)c1 | -6% | -6%[57.1 µM] | -8% | -6% | 1% | 2% | 4% | 12% | -5
Cc1ccnc2nc(C(=O)Nc3ccc(S(=O)(=O)N4CCCC4)cc3)nn12 | -2% | -1% | -9% | -3% | 4% | 1% | -4% | 16% | -8
CCCCNS(=O)(=O)c1ccc(OC)cc1 | 21% | 0%[57.1 µM] | -5% | -2% | 4% | 1% | -6% | 10% | -7
CC(C)(C)Nc1nc(N2CCCC2)nc(N2CCCC2)n1 | -15% | -4% | -12% | 0% | -3% | -2% | 11% | 2% | -5
CC(=O)Nc1ccc(S(=O)(=O)n2nc(-c3ccc(C)cc3)nc2N)cc1 | 5% | 1% | -20% | 0% | 0% | 1% | 2% | 7% | -7
CCN(C(=O)CSc1nnc(-c2cc(OC)c(OC)c(OC)c2)o1)c1ccccc1 | -1% | -8% | -10% | 0% | 1% | -2% | -4% | 45µM* | -1
CC(Nc1nc(-c2ccc(F)cc2)cs1)c1nc2cc(Cl)c(N3CCCCC3)cc2n1CCCO (stereo not given) | -43% | 5% | -35% | ? | ? | -19% | -29% | 28% | 7
Nc1ccn(CC(=O)NCc2ccc3[nH]ccc3c2)c(=O)n1 | -16% | 1%[57.1 µM] | -20% | -3% | 9% | 3% | -8% | 14%[57.1 µM] | 1
CCC(O)c1cc2c(cc1NC(=O)c1ccccc1F)OCCO2 (stereo not given) | 13% | 3%[57.1 µM] | -15% | -1% | 4% | -4% | 11% | 21%[57.1 µM] | 1
COc1ccc(C(=O)NC2CCN(S(=O)(=O)c3ccccc3)CC2)cc1 | -13% | 3% | -8% | -5% | 0% | 1% | 2% | 12% | -1
O=C(COc1ccc([N+](=O)[O-])cc1)Nc1cccc2nsnc12 | -9% | -5% | -5% | -5% | ? | -7% | 3% | 7% | 7
CC(=O)c1ccc(NC(=O)c2cc(Cl)nc3ccccc23)cc1 | -20% | 0% | -8% | -4% | 2% | 2% | -3% | 18% | -7
COC(=O)/C(C#N)=C/c1c(N2CCCCCC2)nc2c(C)cccn2c1=O | 7% | -3% | -17% | -4% | -8% | 2% | 6% | 21% | -2
Cc1cc(=O)n2cn[nH]c2n1 | -13% | -2% | ? | -1% | 4% | 7% | 6% | -8% | -5
CC(C)CNC(=O)COC(=O)CNC(=O)c1cc(Cl)cc([N+](=O)[O-])c1 | 10% | -3% | -12% | -2% | -2% | -2% | 4% | -6% | 0
CS(=O)(=O)c1ccc2nc(NC(=O)c3ccc(Cl)cc3)sc2c1 | -22% | 6% | -25% | 1% | 4% | -2% | -6% | 9% | -8
COC(=O)Nc1ccc(S(=O)(=O)N2CCCc3cccc(O)c32)cc1 | 5% | -5% | 0% | 0% | -11% | -28% | -3% | 24% | 0
CSc1ccccc1NC(=O)c1cc(C)on1 | 4% | 10% | -19% | -1% | 0% | -1% | -10% | 0% | -4
CCN(c1ccc(NC(=O)COC(=O)C(C)N=C2NS(=O)(=O)c3ccccc32)cc1)C(C)C (stereo not given) | -6% | -4%[57.1 µM] | -6% | -1% | -3% | 0% | -11% | 13%[57.1 µM] | 9
O=C(Cn1c(=O)n(CCCC(=O)NC2CCCC2)c(=O)c2ccccc21)NCCC1=CCCCC1 | -11% | 7%[57.1 µM] | 6% | -6% | -29% | 3% | 2% | 5% | -4
CN(C)CCCNc1oc(-c2ccc(Cl)cc2)nc1C#N | 14% | 222%[activator] | -11% | 1% | 3% | 0% | 17% | 1% | -6
CCOc1ccccc1CNC(=O)c1ccc2c(c1)sc1nc(-c3cccc(OC)c3)cn12 | 2% | 14%[11.4 µM] | 7% | 2% | 1% | -2% | 0% | 24% | -7
CCOC(=O)c1cc(C)n(CC2CCC(C(=O)Nc3cccc(C(C)=O)c3)CC2)c1C (stereo not given) | -26% | -4% | 3% | 2% | 0% | 7% | 35% | 22% | -10
Cc1ccc(C(=O)Nc2sc(Cc3ccc4c(c3)OCO4)c(C)c2C(N)=O)cc1 | -21% | 24%[57.1 µM] | -14% | 2% | ? | ? | 0% | -13%[57.1 µM] | 2
CC(C(=O)O)N(c1ccccc1Cl)S(C)(=O)=O (stereo not given) | 13% | 7%[57.1 µM] | 14% | 2% | -6% | 3% | -11% | 14%[57.1 µM] | 1
COCC(=O)Nc1nnc(SCC(=O)N2C(C)CCCC2C)s1 (stereo not given) | 2% | 4%[57.1 µM] | 2% | 6% | 14% | 3% | -3% | 41%[activator][57.1 µM] | 0
O=C(CN1C(=O)NC2(CCOc3ccccc32)C1=O)c1cccs1 (stereo not given) | 0% | -2% | ? | -1% | -9% | 0% | 9% | -16% | 1
Cc1nc2nc(SCC(=O)NCc3ccccc3Cl)nn2c(C)c1Cc1ccccc1 | 3% | -3% | ? | -3% | 5% | 2% | 25% | 16% | 0
CCOC(=O)C1=C(C)NC(=O)NC1c1c(C)nn(-c2ccccc2)c1Cl (stereo not given) | -13% | -14% | -13% | -1% | -10% | 0% | -5% | 19%[57.1 µM] | 14
CC(C)(C)c1ccc(OCCC(=O)Nc2cccc(S(=O)(=O)N3CCOCC3)c2)cc1 | -15% | -8% | -25% | -7% | 1% | -1% | 0% | 4% | -1
O=C(NCc1nnc2c(C(F)(F)F)cc(Cl)cn12)c1ccco1 | 13%[56.9 µM] | 3%[57.1 µM] | 4% | -7% | 1% | -1% | 0% | 21%[57.1 µM] | -13
CCOc1ccccc1-n1nnnc1SCC(=O)Nc1cc2oc3ccccc3c2cc1OC | -5% | 0% | -7% | -2% | 2% | -1% | 0% | 7% | 1
O=S1(=O)N=C2CCCCCN2C(c2ccccc2)N1 (stereo not given) | -2% | 1%[57.1 µM] | -4% | 2% | -7% | 0% | -4% | 20%[57.1 µM] | 0
Cc1ccc(N)cc1CN1CCCC1=O | -6% | -8% | -1% | 3% | 1% | 0% | -2% | 10%[57.1 µM] | 0
Cc1cccc(NC(=O)N2CCC(n3nnc4cc(C)ccc43)CC2)c1 | 0% | -4% | -18% | -1% | 3% | 5% | 9% | -6% | 2
Cc1cccc(C)c1N1C(=O)C2ON(c3ccccc3)C(c3ccncc3)C2C1=O (stereo not given) | -10% | 1% | -19% | -4% | 8% | -1% | 1% | -5% | 3
COc1cc(C(=O)N2CCN(Cc3ccc4c(c3)OCO4)CC2)c([N+](=O)[O-])cc1OC | 7% | -9% | -2% | -5% | 2% | 6% | 0% | -23% | -7
Cc1c(N)cc2c(c1N)C(C)(C)CC2(C)C | 14% | 13%[57.1 µM] | -11% | -4% | 2% | -3% | 16% | 7%[11.4 µM] | 31
CC(C)(C)C1CCc2[nH]c3ccccc3c(=O)c2C1 (stereo not given) | 10% | 8%[57.1 µM] | -3% | 5% | -10% | 4% | 9% | 6%[57.1 µM] | -3
COc1ccc(NC(=O)CSc2nc(-c3ccc(F)cc3)c3cccc(C)c3n2)cc1 | -3% | 0% | 17% | 0% | 7% | 6% | -17% | 22% | -11
Cc1cccc(NC(=O)CSc2nc(C)cc(C)c2C(=O)Nc2ccc(Cl)cc2)c1 | -8% | 5% | -5% | -1% | 5% | -2% | 29% | 11% | 5
CCN1CCCC1CNC(=O)C(=O)Nc1ccc(OC)cc1 (stereo not given) | 1% | 2% | -12% | -1% | 8% | 1% | -1% | 12% | 0
CCCCCCOc1ccc(/C(N)=N/O)cc1 | -2% | -4% | -5% | -5% | -9% | 0% | 13% | -3% | -4
Cc1cnc(NC(=O)c2c(-c3ccccc3)noc2C)s1 | 19% | -5% | -7% | -2% | -8% | -3% | -5% | -8% | -9
COc1cccc(CNC(=O)c2cccc(NC3=NC4CS(=O)(=O)CC4S3)c2)c1 (stereo not given) | -4% | 18%[57.1 µM] | -15% | -7% | 4% | -1% | 3% | 25%[57.1 µM] | -3
O=C(Nc1nnc(-c2ccncc2)o1)c1ccc2ccccc2c1 | 3% | -2% | -11% | 11% | -11% | 8% | 7% | 20% | 1
Cc1ccnc(N2CCC(C(=O)Nc3ccc4c(c3)OCCO4)CC2)n1 | -8% | 10% | -26% | 1% | -2% | 0% | -4% | 28% | -2
O=C(COc1ccc(-n2cnnn2)cc1)Nc1ccc(F)c(Cl)c1 | -27% | 0% | ? | -6% | 8% | 0% | 5% | 15% | -18
